RmlCD inh 1536 = M. tuberculosis RmlC/RmlD inhibition. P9WH09+P9WH11. RmlC+RmlD coupled enzyme assay, percent inhibition; primary screen in compound mixtures. inhibition, % at 3.6 µM. 0.03% of 160,000 active. AID 1533; in the data active = inhibition mostly above about 34%, no sharp cut-off; note: some results filed as inactive read as strong as hits
Target sequence (P9WH09 whole entry, looked up): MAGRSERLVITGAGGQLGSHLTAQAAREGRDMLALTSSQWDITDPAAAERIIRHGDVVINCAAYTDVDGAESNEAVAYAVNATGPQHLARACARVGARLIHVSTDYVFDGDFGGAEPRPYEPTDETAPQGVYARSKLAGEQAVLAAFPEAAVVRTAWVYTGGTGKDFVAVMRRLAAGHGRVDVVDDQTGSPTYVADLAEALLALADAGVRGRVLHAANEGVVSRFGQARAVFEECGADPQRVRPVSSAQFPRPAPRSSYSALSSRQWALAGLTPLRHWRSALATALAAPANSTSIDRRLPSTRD
Target sequence (P9WH11 whole entry, looked up): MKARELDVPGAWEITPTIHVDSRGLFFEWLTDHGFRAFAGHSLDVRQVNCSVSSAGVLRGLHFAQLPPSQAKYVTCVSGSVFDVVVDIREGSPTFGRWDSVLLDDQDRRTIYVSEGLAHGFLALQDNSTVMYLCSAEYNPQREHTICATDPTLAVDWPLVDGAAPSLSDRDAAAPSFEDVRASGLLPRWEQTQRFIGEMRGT
GlmU inhibition = inhibition of mycobacterial GlmU enzyme – biochemical, glucosamine-1-phosphate acetyltransferase (AID 1376); M. tuberculosis GlmU acetyltransferase enzyme assay; higher % means a stronger effect; inhibition, %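 (tested at 30 µM in the primary screen)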, or IC50 in µM where a hit was titrated; 0.25% of 220,000 active; in the data active = inhibition above about 13%;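 note: 0% = complete reaction with vehicle and 100% = reaction without substrate; strong numbers were not always called active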
* marks the source's active call; other numbers are inactive results; nt = not tested or not shown. The list is partial. The share of hits here may be higher or lower than overall.

The first two compounds as a preview:
Values in the order – RmlCD inh 1536 | GlmU inhibition
1) Cc1nc(N)c(CC(Br)CBr)c(Cl)n1 (stereo unspecified)
→ 2 | 1.4%
2) O=S(=O)(Nc1ccccc1O)c1ccc(Cl)nc1
→ nt | 5.0%

Main list, repeating the preview:
Values in the order – RmlCD inh 1536 | GlmU inhibition
1) Cc1nc(N)c(CC(Br)CBr)c(Cl)n1 (stereo unspecified)
→ 2 | 1.4%
2) O=S(=O)(Nc1ccccc1O)c1ccc(Cl)nc1
→ nt | 5.0%
3) COC(=O)C1=C(N)Oc2c(oc(CO)cc2=O)C1c1ccc(F)cc1 (stereo unspecified)
→ 6 | 4.3%
4) CC(=O)c1cccc(-n2c(CCC(=O)O)ccc2-c2cccs2)c1
→ 3 | 4.4%
5) COc1ccc(/C=N/Nc2ncc(C(F)(F)F)cc2Cl)c(OC)c1OC
→ nt | 2.2%
6) Cc1ccc(SCc2nc(N)nc(Nc3ccccc3C)n2)c(C)c1
→ -7 | 2.1%
7) COc1cc2c(cc1Cl)/C(=C\CCN(C)C)c1ccccc1S2
→ 8 | -10%
8) COC(=O)c1ccc(CNC(=O)/C=C/c2cc([N+](=O)[O-])ccc2OC(F)F)cc1
→ 23 | 0.2%
9) O=C(O)c1cc(NN=Nc2cccc([N+](=O)[O-])c2)cc([N+](=O)[O-])c1
→ 5 | 4.0%
10) Cc1ccc(S(=O)(=O)Oc2ccccc2/C=N/O)cc1
→ nt | 0.5%

4 compounds drawn at random from those above, as already listed:
Values in the order – RmlCD inh 1536 | GlmU inhibition
2) O=S(=O)(Nc1ccccc1O)c1ccc(Cl)nc1
→ nt | 5.0%
9) O=C(O)c1cc(NN=Nc2cccc([N+](=O)[O-])c2)cc([N+](=O)[O-])c1
→ 5 | 4.0%
3) COC(=O)C1=C(N)Oc2c(oc(CO)cc2=O)C1c1ccc(F)cc1 (stereo unspecified)
→ 6 | 4.3%
8) COC(=O)c1ccc(CNC(=O)/C=C/c2cc([N+](=O)[O-])ccc2OC(F)F)cc1
→ 23 | 0.2%

Additional records:
Values in the order – RmlCD inh 1536 | GlmU inhibition
11) O=C(CC1(O)C(=O)c2ccccc2C1=O)c1ccccc1
→ nt | -1.1%
12) CCCn1c(=O)c2ccccc2n2c(SCc3c(C(=O)OCC)oc4ccccc34)nnc12
→ nt | -1.5%
13) C=CCN1C(=O)C(CC(=O)Nc2ccccc2)SC1=Nc1c(C)n(C)n(-c2ccccc2)c1=O (stereo unspecified)
→ -1 | -0.8%
14) O=C(CSc1nnc(CNc2ccc(F)cc2)o1)N1c2ccccc2Sc2ccccc21
→ -13 | 2.8%
15) CSc1nc(Oc2ccccc2)c2sccc2n1
→ -1 | -2.4%
16) COc1ccc(CC(NC(C)=O)C(=O)NC2CCN(C(=O)NCc3ccccc3)CC2)cc1 (stereo unspecified)
→ -5 | 5.5%
17) COc1ccc2nc(NCc3ccccc3)[nH]c2c1
→ -6 | -3.0%
18) CC(=O)N1CC[n+]2c(-c3ccc([N+](=O)[O-])cc3)csc21
→ -1 | 4.2%
19) O=C(O)Cn1cc(C(=O)C(F)(F)F)c2ccccc21
→ 7 | -0.8%
20) CCCc1cc(=S)n2c([nH]c3ccccc32)c1C#N
→ -14 | 8.2%
21) O=C1SCC(c2ccc(Cl)cc2Cl)=NN1Cc1nnc(-c2ccccc2)o1
→ -4 | 3.9%
22) O=C(/C=C/c1ccc(Cl)cc1Cl)N(Cc1ccc(Cl)cc1)C1CCS(=O)(=O)C1 (stereo unspecified)
→ -11 | 3.5%
23) O=C(NNc1ncnc2c1cnn2-c1ccc(F)cc1)c1cccs1
→ 2 | 5.5%
24) COC(=O)C1=C(C)N(CC2CC2)C(=O)N[C@H]1c1ccc(Br)cc1
→ nt | -6.5%
25) Cn1c(/C(C#N)=C(\O)c2ccc([N+](=O)[O-])cc2)nc2ccccc21
→ -6 | -7.0%
26) O=C(Cc1cccs1)Nc1cccc(-c2nc3ccccc3o2)c1
→ nt | 1.3%
27) CC1(C)CC(=O)C2=C(C1)OC(N)=C(C#N)[C@@H]2c1ccccc1[N+](=O)[O-]
→ 27 | 0.7%
28) Cc1ccc2nc(-c3ccc(N4C(=NC(=O)CCC(=O)O)SC5CS(=O)(=O)CC54)cc3)sc2c1 (stereo unspecified)
→ 1 | -1.3%
29) Cc1onc(-c2ccccc2Cl)c1C(=O)NC(=S)Nc1ccccc1F
→ -4 | 3.2%
30) CCCCOc1ccc(CSC(=N)N)cc1Cl
→ 19 | -12%
31) Cc1cc(=O)[nH]c2c1c(C)nn2C(C)(C)C
→ -3 | 5.2%
32) O=C1c2ccccc2NC(c2cccnc2)N1c1ccccc1F (stereo unspecified)
→ 7 | 0.6%
33) Cc1cc(O)c(NC(=S)NC(=O)c2ccc(-c3ccc(Cl)cc3)o2)cc1C
→ 10 | -4.4%
34) O=C(CCCn1c(=S)[nH]c2cc3c(cc2c1=O)OCO3)N1CCN(c2ccccn2)CC1
→ 4 | 1.5%
35) COC(=NC1CCCC1)C(O)c1c[nH]c2ccccc12 (stereo unspecified)
→ 6 | 1.5%
36) COc1ccccc1NC(=O)NC1(C(=O)N2CCC(O)CC2)CCCCC1
→ nt | -1.9%
37) CC(C)CCNC(=O)C(Cc1ccccc1)NS(=O)(=O)c1ccc2c(c1)c(=O)n(C)c(=O)n2C (stereo unspecified)
→ -7 | 1.3%
38) Cc1nnc(SCC(=O)N2CC(=O)Nc3ccccc32)n1Cc1ccccc1
→ nt | 0.2%
39) CC(C)NS(=O)(=O)c1ccc(CCC(=O)NCc2ccc3c(c2)OCO3)cc1
→ nt | 4.0%
40) O=C(NCCNc1ccc([N+](=O)[O-])cc1C(F)(F)F)c1cccc(F)c1
→ -7 | -0.4%
41) COc1ccc(NC(=O)c2oc3ccccc3c2NC(=O)c2ccco2)cc1
→ -5 | 0.1%
42) O=C(NCCO)/C(=C\c1ccco1)NC(=O)c1cccs1
→ 12 | -6.8%
43) CC1(c2nnc(-c3cccc(Cl)c3)o2)CC(c2ccccc2)=NO1 (stereo unspecified)
→ nt | 4.0%
44) O=c1oc2ccccc2cc1C1=Nn2c(nnc2-c2cccnc2)SC1
→ 13 | -2.5%
45) CCCC(=O)Nc1ccc(N2CCCCC2)cc1
→ 6 | -1.9%
46) O=C(CSc1n[nH]c(=O)[nH]c1=O)N/N=C/c1ccccc1
→ 7 | -4.9%
47) COc1cc(OC)cc(C(=O)N/N=C/c2ccc(OC)c(COc3ccc4ccccc4c3)c2)c1
→ -6 | nt
48) O=C1NC(=O)C2(COC3(CCCC3)OC2)S1
→ nt | -2.7%
49) O=C(NCc1nc2ccccc2[nH]1)C1=C[C@@H](c2ccc(C(F)(F)F)cc2)C[C@@H](OCc2ccc(CO)cc2)O1
→ nt | -0.7%
50) O=C(Nc1cccn(Cc2c(Cl)cccc2Cl)c1=O)c1c(Cl)cccc1Cl
→ 9 | 3.5%
51) CCn1c(SCC(=O)c2ccc(Cl)s2)nnc1-c1cccs1
→ -6 | -2.2%
52) O=C(CSc1nnc(-c2ccncc2)o1)NCc1ccccc1
→ 6 | 1.2%
53) CN(NC(=O)COc1ccccc1)C1=NS(=O)(=O)c2ccccc21
→ 4 | -3.3%
54) FC(F)Oc1ccc(/C=N/NC(=S)Nc2cc(C(F)(F)F)ccc2Cl)cc1
→ 6 | -4.8%
55) Cc1onc(-c2ccccc2)c1C(=O)Nc1ccc2c(c1)OCCO2
→ nt | -1.7%
56) CCOC(=O)c1ccc2c(c1)nc(-c1ccc(F)cc1)c1nccn12
→ -8 | 4.9%
57) N#Cc1c2c(c(-c3ccccc3)[nH]c1=O)CCCC2
→ -9 | -1.3%
58) CCOc1ccccc1N1CCN(Cc2c(C)n(C)n(-c3ccccc3)c2=O)CC1
→ 7 | -1.6%
59) CCCC(C)n1[nH]c(=O)cc1N (stereo unspecified)
→ nt | -1.3%
60) Cc1cccc(C)c1OCC(=O)Nn1c(COc2ccccc2)nc2ccccc2c1=O
→ 2 | -3.4%

Next part
Values in the order – RmlCD inh 1536 | GlmU inhibition
61) Cc1ccc(C(=O)O)cc1N1C(=O)CCCC1=O
→ -7 | 0.6%
62) FC(F)(F)c1ccc(CN2C[C@@H]3C(c4ccc(C(F)(F)F)cc4)C4(c5cccnc5)CC3(C4)[C@H]2c2ccccc2)cc1 (stereo partly specified)
→ nt | 1.3%
63) CN(C#N)c1nc(N2CCOCC2)nc(N2CCOCC2)n1
→ nt | 1.9%
64) CCOC(=O)c1sc(NC(=O)CCSC)nc1C
→ 0 | -1.1%
65) Cc1ccccc1C(O)c1cccnc1 (stereo unspecified)
→ 1 | -2.6%
66) CC(=O)c1cccc(OCC(=O)N(C)CC(=O)Nc2ccc(F)cc2)c1
→ 11 | -0.8%
67) Cc1ccc(OCC(=O)NC(=S)Nc2ccc(Br)c(C)n2)cc1
→ nt | 2.9%
68) Cc1ccc(C(=O)/C=C/c2ccco2)c(O)c1
→ 1 | 3.6%
69) CCN1CCN(c2nc(-c3cccs3)nc3ccccc23)CC1
→ 10 | 1.1%
70) O=C(NCCCN1CCC(Cc2ccccc2)CC1)C1CC(=O)N(C2CCCC2)C1 (stereo unspecified)
→ 0 | 1.8%

Complete entries, looked up by structure. Screens in order: RmlCD inh 1536	GlmU inhibition
Results for `Cc1ccc2nc(-c3ccc(N4C(=NC(=O)CCC(=O)O)SC5CS(=O)(=O)CC54)cc3)sc2c1` (stereo unspecified) = 1	-1.3%
Results for `COc1ccc2nc(NCc3ccccc3)[nH]c2c1` = -6	-3.0%
Results for `COc1ccccc1NC(=O)NC1(C(=O)N2CCC(O)CC2)CCCCC1` = nt	-1.9%

New compounds follow
Values in the order – RmlCD inh 1536 | GlmU inhibition
71) COC(=O)CC1=C(C(=O)OC)C(c2cc(OC)c(OC)cc2OC)C(C#N)=C(N)O1 (stereo unspecified)
→ 9 | -2.4%
72) C/C(=N/NS(=O)(=O)c1ccc(C)cc1)c1cccc(NC(=O)c2cccc(Cl)c2)c1
→ 17 | -5.8%
73) O=C(COC(=O)C12CC3CC(CC(O)(C3)C1)C2)N1CCN(S(=O)(=O)c2ccc(Cl)cc2)CC1
→ 13 | 4.7%
74) COc1ccccc1OCC(=O)Nn1c(=S)[nH]c2ncccc2c1=O
→ 9 | -0.5%
75) O=C(N/N=C/c1cccc(O)c1)c1ccc(COc2ccc3c(c2)CCC3)o1
→ nt | -0.8%
76) O=S(=O)(c1ccc(Cl)c(NC(=S)Nc2ccccc2N2CCOCC2)c1)N1CCOCC1
→ 8 | -3.7%
77) COc1ccc(C[C@@H]2CN3C(=NC[C@@H]3C)N2C[C@H](C)NC(=O)c2ccc(C)c(Br)c2)cc1
→ nt | -3.3%
78) CC1=NN=C(c2ccccc2)C(c2c[nH]c3ccccc23)N1O (stereo unspecified)
→ -46 | 2.4%
79) CCOc1cc(C(=O)Nc2cnccn2)cc(OCC)c1OCC
→ nt | 2.2%
80) CC(C)c1cc(-c2cc(-c3ccc(Cl)cc3)on2)nc(NC2CCCC2)n1
→ 3 | 1.5%
81) CC(C)Cc1ccc(/C=C/C(=O)N2CCOCC2)cc1
→ -1 | -3.7%
82) CC(=O)N1CCN(c2ncnc3sc(-c4ccccc4)cc23)CC1
→ -14 | -2.8%
83) N#Cc1nc(-c2ccccc2F)oc1NCc1cccc2c1OCO2
→ 29 | 3.4%
84) CC(C)N1CC2=C(OC(N)=C(C#N)C2c2cccnc2)/C(=C/c2cccnc2)C1 (stereo unspecified)
→ 0 | 2.6%
85) O=C(CSc1n[nH]c(=O)[nH]c1=O)N1CCCCCC1
→ nt | -0.3%
86) Cn1c(=O)c2c(nc(Br)n2CC(=O)c2cccs2)n(C)c1=O
→ nt | -4.5%
87) O=C(O)C1C2C=CC3(CN(C/C=C/c4ccccc4)C(=O)C13)O2 (stereo unspecified)
→ 1 | -0.9%
88) Cc1cc(C)n(CC(=O)N/N=C/c2ccccn2)n1
→ 1 | -4.1%
89) CCN(CC)c1ccc(C2NC(=O)NC(C)=C2C(=O)Nc2ccccc2)cc1 (stereo unspecified)
→ 19 | 1.5%
90) O=C(CC(Nc1ccc(Cl)cc1Cl)C(=O)O)c1ccccc1 (stereo unspecified)
→ -11 | 0.4%
91) CCc1ccc(S(=O)(=O)NCCc2cn3ccc(C)cc3n2)s1
→ -10 | -3.9%
92) Cc1sc(NC(=O)Cc2ccc3c(c2)OCO3)nc1-c1ccc2c(c1)CCN2C(=O)c1cccc(F)c1
→ nt | 0.7%
93) Cc1nc2sc(-c3ccccc3)cc2c(=O)n1-n1cccc1
→ 5 | 7.6%
94) CCOC(=O)/C(C#N)=C/Nc1ccccc1OC(F)(F)F
→ 2 | 1.3%
95) CC1=C(C(=O)OCc2ccccc2)C(c2ccccn2)c2c(n(C)c(=O)n(C)c2=O)N1 (stereo unspecified)
→ -5 | -3.1%
96) COC(=O)C1=C2SCC(=O)N2C(N)=C(C#N)C1
→ -8 | -1.4%
97) CC(=O)c1c(C)[nH]c(C(=O)Nc2nc(-c3ccc(-c4ccccc4)cc3)cs2)c1C
→ -5 | -3.6%
98) CCOP(=O)(OCC)/C(C#N)=C/c1ccc([N+](=O)[O-])cc1
→ nt | -3.4%
99) CCc1nnc(NC(=O)CCC(=O)N2CCN(CCOc3ccc(C)cc3)CC2)s1
→ nt | -1.2%
100) O=c1c2c3c(sc2nc2n1N=C(c1cccs1)CS2)CCCC3
→ -14 | 2.2%
101) CCN(CC)c1ccc(NC(=O)CSc2ccsc2[N+](=O)[O-])c(C)c1
→ -16 | 2.5%
102) COC(=O)N/N=C/C1=CCC2CC1C2(C)C (stereo unspecified)
→ 9 | 1.9%
103) C=CCN1C(=O)/C(=C/c2ccc3c(c2)CCCN3CCC)C(=O)NC1=S
→ 4 | -0.8%
104) COCCn1c(-c2ccco2)csc1=Nc1cccnc1
→ nt | 3.0%
105) CCNC(=O)NC1(C(=O)Nc2ccc3c(c2)CCC3)CCCCC1
→ -5 | -1.2%
106) CNC(=O)/C(C#N)=C1\SC(Cc2ccc(F)cc2)C(=O)N1c1ccccc1C (stereo unspecified)
→ 7 | -3.7%
107) Cc1cc(C)cc(NC(=O)c2ccc(CNc3c(N4CCOCC4)c(=O)c3=O)cc2)c1
→ -2 | -0.7%
108) O=C(NCCCc1ccccc1)C1CCN(c2nnc(-n3cccc3)s2)CC1
→ -12 | -2.7%
